High-throughput results deposited in PubChem by National Center for Advancing Translational Sciences (NCATS).
PTHR1 ag – activates the human parathyroid hormone receptor PTHR1; Q03431; HEK293 GP2 PTHR1 cells, GloSensor cAMP luminescence, 1 h; Potency, µM (titrated, usually from 115 µM), for inactives: at the top dose activation, usual class: activators; hit rate 0.075% among 410,000; note: potency is the fitted concentration of half-maximal effect; nearly all actives have a fitted effect of over 55% in size; some results filed as inactive show a strong effect at the top dose; inactives centre near -15; many of its hits are not listed in these tables
Target sequence (Q03431 whole entry, looked up): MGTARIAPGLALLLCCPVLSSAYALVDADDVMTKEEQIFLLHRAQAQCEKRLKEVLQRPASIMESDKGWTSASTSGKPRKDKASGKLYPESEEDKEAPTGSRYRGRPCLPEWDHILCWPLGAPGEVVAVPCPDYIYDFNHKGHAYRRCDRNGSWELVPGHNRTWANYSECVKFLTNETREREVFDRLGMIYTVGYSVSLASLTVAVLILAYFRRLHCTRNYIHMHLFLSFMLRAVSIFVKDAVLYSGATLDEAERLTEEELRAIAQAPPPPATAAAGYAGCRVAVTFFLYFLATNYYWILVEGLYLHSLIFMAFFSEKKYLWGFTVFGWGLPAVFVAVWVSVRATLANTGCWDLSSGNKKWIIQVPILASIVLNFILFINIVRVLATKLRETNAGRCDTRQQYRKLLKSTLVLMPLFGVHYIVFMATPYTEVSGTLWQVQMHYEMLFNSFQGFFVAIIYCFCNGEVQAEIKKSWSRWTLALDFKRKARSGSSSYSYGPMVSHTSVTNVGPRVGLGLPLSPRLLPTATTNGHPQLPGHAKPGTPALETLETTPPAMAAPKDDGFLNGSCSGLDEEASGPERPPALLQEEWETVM
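HEK-293-derived GP2 cells expressing PTHR1 and a GloSensor cAMP reporter, 3,000/well, plated overnight, given luciferin plus IBMX (each 0.5 mM as added) for 1 h at 37 °C, then compound for 1 h at 37 °C. Luminescence was read after 15 min at room temperature.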
GLP-1R inv ag – GLP-1 receptor (human) inverse agonism | HEK293 GLP-1R CRE-luciferase, luminescence, 24 h; GLP-1R form is constitutively active | Potency, µM (top dose mostly 38.3 µM), inactives show at the highest dose activity change, negative = inhibition, actives largely listed as inhibitors | hit rate 1.6% among 410,000; note: potency is the fitted concentration of half-maximal effect; % is set by controls: 0 for no effect and ±100 for the full control effect; nearly all actives have a fitted effect of over 55% in size
Target sequence (P43220 whole entry, looked up): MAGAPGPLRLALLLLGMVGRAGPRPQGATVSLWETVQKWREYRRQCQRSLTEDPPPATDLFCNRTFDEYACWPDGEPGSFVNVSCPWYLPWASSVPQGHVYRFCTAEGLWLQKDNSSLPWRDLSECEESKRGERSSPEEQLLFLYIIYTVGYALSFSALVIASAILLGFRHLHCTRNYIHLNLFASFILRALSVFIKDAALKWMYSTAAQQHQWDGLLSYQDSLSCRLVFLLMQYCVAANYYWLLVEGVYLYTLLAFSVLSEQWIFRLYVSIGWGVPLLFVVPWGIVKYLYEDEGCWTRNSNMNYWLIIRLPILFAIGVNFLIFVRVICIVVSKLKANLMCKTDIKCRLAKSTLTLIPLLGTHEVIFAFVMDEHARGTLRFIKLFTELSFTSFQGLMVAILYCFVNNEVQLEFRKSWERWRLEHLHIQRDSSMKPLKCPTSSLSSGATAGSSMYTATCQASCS
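Constitutively active GLP-1R drives a cAMP-responsive luciferase in stably transfected HEK293 cells; test compounds are added after overnight (12 h) attachment and left 24 hr, and signal loss in luminescence marks inhibition.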
IL2 activator – IL-2 activation; activation, % (series mostly up to about 46 µM); IL-2 activation reporter assay, cell-based qHTS; stimulated with anti-CD3/CD4/CD28 beads; in transgenic mouse T cells; hit rate 0.065% among 360,000; in the data active = activation above about 50%; inconclusive = mostly about 30% to 49%; note: 0% is about no effect
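Readout: EGFP and DsRed signals by fluorescent plate cytometry. Unstimulated transgenic mouse T cells received compound 60 min before antibody-bead stimulation, then incubated 18 h at 37 degrees C.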
EPAC1 agonist – agonists of human EPAC1; O95398; EPAC1 agonist qHTS, biochemical assay; response scale: 100% = response to 6.5 mM cAMP; Potency, µM (titrated, usually from 154 µM), inactives show top-dose activation, usual class: activators; hit rate 0.073% among 360,000; note: potency is the fitted concentration of half-maximal effect; nearly all actives have a fitted effect of over 60% in size
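Read-out is the fluorescence drop as BODIPY-GDP leaves Rap1B (480 nm excitation, 540 nm emission), recorded every 5 minutes over 30 minutes. Reactions held 100 nM EPAC1, 250 nM Rap1B–BODIPY-GDP and 50 uM GDP, with 6.5 mM cAMP setting full activation.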
HEK293 tox – cytotoxicity in counter-screen for GLP-1R inverse agonists. HEK293 cAMP-luciferase reporter cells, luminescence, 24 h. Potency, µM (highest dose often 38.3 µM), without a hit: at the highest dose activity change, negative = inhibition, actives largely listed as inhibitors. hit rate 0.13% among 410,000;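 note: loss of luciferase light is scored as toxicity; potency is the fitted concentration of half-maximal effect; % is set by controls: 0 for no effect and ±100 for the full control effect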
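Luminescence readout: signal drop marks cytotoxicity. Plated cells grew 12 h at 37 °C, 5% CO2, received 23 nL compound for 24 h, then got luciferase reagent, read after 12 min at RT.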
EPAC1 antag – antagonists of human EPAC1; O95398; EPAC1 GEF assay, Rap1b-BODIPY-GDP exchange fluorescence; Potency, µM (highest dose often 115 µM), for inactives: top-dose activity change, negative = inhibition, usual class: inhibitors; hit rate 0.14% among 360,000; AID 720709;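 note: potency is the fitted concentration of half-maximal effect; plate controls were vehicle for no effect and positive control for full effect; nearly all actives have a fitted effect of over 50% in size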
GLP-1R agonist – activates the human GLP-1 receptor | HEK293 GLP-1R CRE-luciferase, luminescence, 4-6 h; cells express a hypersensitive GLP-1R form | Potency, µM (highest dose often 45.6 µM), for inactives: at the top dose activation, actives largely listed as activators | hit rate 0.007% among 380,000 | P43220; note: potency is the fitted concentration of half-maximal effect; % of control where 0% means no effect
PLK1 PBD block – blocks phosphopeptide binding to human PLK1 polo-box domain; Potency, µM, without a hit: max response, negative = inhibition, hits mostly inhibitors; Plk1 PBD binding of FITC phosphopeptide, fluorescence polarization; P53350; hit rate 2.8% among 360,000; AID 720504; note: potency is the fitted concentration of half-maximal effect; series mostly up to about 57 µM; % is set by controls: 0 for no effect and ±100 for the full control effect; nearly all actives have a fitted effect of over 65% in size
PI5P4K alpha inh – inhibitors of human PI5P4K alpha | max response, % | P48426 | PI5P4Kalpha enzyme, ADP-Glo luminescence, 60 min; active compounds read low | hit rate 1.2% among 330,000; active = max response of -50% or lower; inconclusive = between -30% and -50%; inactive = -30% or higher; note: value at the top dose of about 77 µM; % is set by controls: 0 for no effect and ±100 for the full control effect
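Compounds were pin-transferred onto PI5P4Kalpha and substrate in HEPES pH 7.4 buffer with EGTA, CHAPS and 5% DMSO. ATP (5 microM final) started the reaction, which ran 60 minutes at room temperature before ADP-Glo detection.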
The depositor's hits bear a star; i = inactive; ? = inconclusive; . = not tested or not shown; & = joins results of further samples; [ ] = remark or other dose. Unless noted, calls come from the whole dose curve; as a rule, active = well fitted curve in the direction sought with a large enough effect; inconclusive = small, poorly fitted or top-dose-only effect, or another doubt; inactive = no such curve, though single readings can be large; an effect the other way counts as inactive or inconclusive. These rows are one share of the data; the hit share may differ from the screen's.

| SMILES | GLP-1R inv ag | EPAC1 agonist | EPAC1 antag | HEK293 tox | GLP-1R agonist | PI5P4K alpha inh | IL2 activator | PTHR1 ag | PLK1 PBD block |
| --- | --- | --- | --- | --- | --- | --- | --- | --- | --- |
| C[C@H](O)CNC(=O)c1[nH]cnc1C(=O)Nc1cccc(Cl)c1 | 39%[activator] | 3% | -22% | 5% | -8% | -5 | -2.9 | -19% | -19% |
| CC1CCN(C(=O)c2nc[nH]c2C(=O)OCCNC(=O)OC(C)(C)C)CC1 | 4% | -6% | -11% | 4% | 2% | 9 | 0.3 | 14% | -14% |
| CCn1c(SCC(=O)Nc2ccccc2OC)nc2ccccc2c1=O | -1% | 17% | -19% | 10% | 21% | . | 1.0 | i | -4% |
| CCOc1ccc(S(=O)(=O)N(CC(=O)NCc2cccnc2)c2ccc(C)cc2)cc1 | -18% | 3% | -9% | 2% | 13% | -3 | -2.8 | i | -16% |
| COC(=O)c1ccc(CSc2ncn[nH]2)o1 | 8% | 11% | -12% | -4% | -15% | -2 | -0.6 | i | -5% |
| C[C@H](NC(=O)Cc1cccc2ccccc12)C(=O)N1CCOCC1 | ? | 1% | -3% | 0% | 12% | -2 | -0.2 | i | 1% |
| Cc1sc2nc(CSCC(=O)NC3(C#N)CCCCC3)[nH]c(=O)c2c1C | 5% | -7% | 3% | 2% | -3% | -26 | 2.4 | -20% | ? |
| CN(C)c1ccc(CNn2cnnc2)cc1 | 1% | 14% | -3% | 13% | 5% | . | -1.9 | -10%[57.5 µM] | -7% |
| COc1ccc(S(=O)(=O)Nc2cc(C)ccc2OC)cc1C | -37% | 4% | 2% | -18% | 0% | -4 | 1.3 | -13%[57.5 µM] | 1% |
| COCCNC(=O)c1nn(-c2cc(OC)cc(OC)c2)c(=O)c2ccccc12 | 25% | 3% | -8% | -12% | 3% | 6 | 2.3 | -43%[inhibitor] | 0% |
| COc1ccc(COC(=O)Nc2cc3c(C(F)(F)F)nn(C)c3s2)cc1 | -12% | 7% | -6% | ? | 4% | 8 | -0.2 | -6%[57.5 µM] | -26% |
| COc1cccc(NC(=O)C2CCCN(S(=O)(=O)c3c(C)[nH]c(=O)[nH]c3=O)C2)c1 (stereo not drawn) | -9% | . | . | 8% | 0% | . | . | ? | . |
| CCN(CC)c1ccc(/C=C2\CCC(/C=N/NC(=O)c3ccc(=O)n(C)c3)=C2N2CCOCC2)cc1 | 9% | 15% | -19% | 12% | 5% | -16 | 71* | i | 26% |
| CC1CCCN(C(=O)Cn2nnc(-c3ccc(S(C)(=O)=O)cc3)n2)C1 (stereo not drawn) | 10% | 8% | 1% | -5% | 9% | 1 | 0.1 | -14% | 1% |
| Cc1ccc2nc(CSc3nnc(Cc4cccs4)n3C3CCCCC3)cc(=O)n2c1 | 61%[activator] | 6% | -20% | -1% | 7% | 0 | -0.4 | -16% | -27% |
| O=c1c2ccccc2nnn1CSc1nc2ccccc2c(=O)n1CCCO | 89%[activator] | -2% | -8% | -5% | ? | 0 | -1.9 | -18% | -8% |
| Cn1cccc1/C=N/N1CCN(c2ccccc2)CC1 | 47%[activator] | 4% | -10% | 1% | 8% | -1 | 0.1 | -2% | -13% |
| Cc1cc(C(=O)CCC(=O)NCc2ccccc2F)c(C)s1 | -15% | 4% | -3% | -14% | 12% | -6 | 2.0 | i | -5% |
| Cc1nnc(Sc2nc3ccccc3o2)c2ccccc12 | ? | 0% | 0% | -28% | -6% | -1 | -1.1 | -32%[inhibitor] | -13% |
| COc1ccc([C@H]2C[C@H](O)[C@@H](n3cc(-c4ccc(F)cc4)nn3)CN2C(=O)C2CCCCC2)cc1 | -27% | 4% | 0% | -2% | 3% | 1 | -2.4 | -23% | -1% |
| Cc1ccc([N+](=O)[O-])cc1NC(=O)CN1CCC(C)CC1 | 30%[activator] | 5% | -15% | 18% | 3% | 4 | 1.0 | i | -10% |
| COc1ccc(CCNC(=O)C(=O)Nc2ccc3c(c2)OCO3)cc1OC | 16% | 6% | -4% | 8% | 0% | -6 | -0.3 | -5% | -9% |
| COc1ccc(C2=NN(CCC(=O)NC3CCCCCC3)C(=O)CC2)cc1 | 1% | -5% | 8% | -13% | 1% | -8 | -2.4 | -5% | -4% |
| Cc1ccc(C)c(NC(=O)Cn2c(=O)n(CCC(=O)NCc3ccc4c(c3)OCO4)c(=O)c3ccccc32)c1 | -6% | . | . | 3% | 0% | . | . | -37%[inhibitor] | . |
| CCOC(=O)c1ccc(Nc2ncnc3ccccc23)cc1 | -28% | 3% | -2% | -15% | -2% | -15 | -0.1 | -15% | -10% |
| N#Cc1c(Nc2cccc(F)c2)sc(C(=O)c2ccc(Cl)cc2)c1N | 6% | . | . | 4% | -2% | . | . | i | . |
| COc1cccc(-n2c(SCC(N)=O)nnc2-c2ccncc2)c1 | 0% | 3% | 8% | -4% | -5% | . | 0.8 | i | -6% |
| COc1cc(C(=O)O/N=C2/C=CC(=O)C(C)=C2C)cc(OC)c1OC | 15% | 1% | -3% | -12% | -10% | -7 | 0.7 | -14% | ? |
| O=C(CSc1nnc(-c2ccco2)o1)N1CCOCC1 | 25% | -4% | 13% | 1% | 2% | . | -1.2 | i | -1% |
| COc1ccccc1CN1CC(C(=O)NCCN2CCOC2=O)CCC1=O (stereo not drawn) | 14% | 1% | -3% | 6% | 5% | -5 | -1.0 | -12% | 3% |
| O=C(COC(=O)Cc1n[nH]c(=O)c2ccccc12)NNC(=O)c1ccc(Cl)cc1 | 0% | -2% | 2% | -23% | -11% | ? | 0.4 | i | -3% |
| CN(C)c1ccc(N/C=C/C(=O)C(C)(C)C)cc1 | ? | 2% | -3% | -6% | 6% | -3 | -1.5 | -59%[inhibitor][57.5 µM] | -3% |
| C#CCOc1ccc2c(C)cc(=O)oc2c1 | 4% | -16% | -3% | 2% | 15%&19% | 2 | 0.4 | -11% | -5% |
| CSc1ccc(C2C3(C#N)C(N)=NC4(OCCO4)C23C#N)cc1 (stereo not drawn) | 16% | 0% | -1% | -4% | -13% | 6 | -0.4 | i | -8% |
| CCCCCOc1ccc(C(=O)NCC(=O)NCC(=O)OCC)cc1 | -19% | -6% | 8% | -20% | 1% | -4 | -0.6 | -16%[57.5 µM] | -2% |
| CC(C)(C)NC(=O)C(OC(=O)Cn1nnc(-c2ccc(F)cc2)n1)c1ccncc1 (stereo not drawn) | 9% | 2% | 14% | 24% | -2% | . | -0.5 | -1% | 1% |
| O=C(c1cc(Cl)ccc1Cl)N1CCc2ccccc21 | ? | 8% | -5% | -7% | 14% | ? | 0.1 | -24% | 27µM* |
| Cc1ccccc1CSc1ccc(-c2ccc3c(c2)OCO3)nn1 | ? | 10% | -5% | 6% | 11% | 1 | -3.2 | -28% | -12% |
| COc1ccc(/C=N/NC(=O)c2nc(-c3ccccc3)n(-c3ccccc3)n2)cc1OC | -4% | 0% | 7% | 24% | 9% | -5 | -2.7 | i | -2% |
| Cc1ccccc1N1C(=O)Cc2ccccc2C1=O | 9% | 15% | -10% | -9% | 8% | 3 | 0.1 | -3% | -15% |
| CCOc1ccccc1-n1c(=O)c2ccccc2c2ccccc2c1=O | 10% | 3% | -21% | 4% | -1% | 4 | -0.5 | -38% | -19% |
| COc1ccccc1CN(C)C(=O)c1ccccc1SCC(=O)N1CCCC1 | -15% | -10% | -16% | -30% | 11% | -4 | 0.5 | -13% | 0% |
| COc1ccccc1C(=O)NCC(c1cccs1)N1CCc2ccccc21 (stereo not drawn) | 10µM* | 6% | 0% | 0% | -4% | 3 | -5.4 | -24% | 0% |
| CCOC(=O)CSc1cc(C)nc(N)n1 | 0% | 1% | 12% | -8% | -8% | -2 | -3.8 | -24% | 0% |
| COCCNc1nc(-c2ccc(Cl)cc2C)c2sccc2n1 | ? | -11% | -23% | 3% | 17% | 5 | -0.2 | -18% | -13% |
| CCCCCCn1c(N2CCCC2)nc2c1c(=O)n(C)c(=O)n2C | ? | -5% | 5% | 15% | 6% | 1 | -1.3 | -33%[inhibitor] | -13% |
| CC(C)c1ccc(NC(=O)Cn2ncc3ccccc32)cc1 | -21% | -14% | -10% | 0% | 18% | 5 | -3.8 | -52%[inhibitor] | 5% |
| O=C(O)C1CCC(c2ccc(-c3ccccc3)cc2)CC1 (stereo not drawn) | -2% | 5% | -11% | 1% | -2% | 3 | -0.6 | -19% | -10% |
| CCc1noc(C)c1C(=O)N1CCN(S(=O)(=O)c2ccccc2C(F)(F)F)CC1 | 5% | -13% | -13% | -4% | 3% | -2 | 0.7 | -22% | 2% |
| Cc1ccc(C)c(OCC(=O)Nc2ccc(S(=O)(=O)Nc3onc(C)c3C)cc2)c1C | ? | . | . | -18% | -6% | . | . | i | . |
| CCOC(=O)c1cccnc1SC(CC)C(=O)N1CCOCC1 (stereo not drawn) | 22% | 6% | -3% | 7% | 0% | . | 0.3 | -17%[57.5 µM] | -14% |
| COc1ccccc1-c1noc2ncnc(Nc3cccc(C)c3)c12 | ? | 3% | -29% | -4% | 17% | -6 | 1.7 | -38%[inhibitor] | 0% |
| Cc1ccc(O)c(C(=O)c2cnc3c(c2)c(C)nn3-c2ccccc2)c1 | ? | 13% | -4% | -2% | -3% | -6 | 1.3 | i | -3% |
| Cn1c(=O)c2c(nc(CN3CCN(c4ccccc4F)CC3)n2CCCc2ccccc2)n(C)c1=O | 13% | 1% | 3% | -3% | -2% | 4 | -0.6 | -33%[inhibitor][57.5 µM] | -1% |
| COc1cc(CCN2C(=O)N[C@@H](CCc3ccccc3)C(C(C)=O)=C2C)cc(OC)c1OC | 7% | -5% | 8% | -31% | -1% | 20 | 0.3 | -20% | 4% |
| C[C@H]1CN([C@@H](C)CO)C(=O)CCCn2nncc2CO[C@H]1CN(C)S(=O)(=O)c1cccc(C#N)c1 | 5% | -4% | 26% | 1% | -5% | -7 | 0.7 | -6% | -3% |
| Cc1csc(SCC(=O)Nc2cc(S(=O)(=O)N(C)C)ccc2C)n1 | 39%[activator] | 10% | -20% | 1% | 14% | 1 | 0.4 | i | -4% |
| Cc1n[nH]c2ccc(Br)cc2c1=O | 1% | -13% | 11% | 3% | -6% | 0 | -0.1 | i | 0% |
